From PubChem
Apoferritin bind: binds horse apoferritin like a general anesthetic | P02791 | apoferritin/1-aminoanthracene competitive binding, fluorescence | Potency, µM (doses to about 77.5 µM), without a hit: top-dose activity change, negative = displacement, actives largely listed as inhibitors | 350,000 tested, 0.074% active | AID 485281; further: potency means the concentration at half of the fitted maximal effect; on the % scale 0 is the no-effect control and ±100 the full control effect; nearly all actives have a fitted effect of over 20% in size
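In PBS, apoferritin at 10 uM is loaded with 1-AMA from a 50% saturated solution. After 10 min of compound exposure at ambient temperature, reduced 535 nm fluorescence indicates probe displacement.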
ALOX12 inh: blocks human arachidonate 12S-lipoxygenase; P18054; purified 12hLO, xylenol orange hydroperoxide absorbance; Potency, µM (doses to about 108 µM), for inactives: at the top dose activity change, negative = inhibition, most hits filed as inhibitors; 580,000 tested, 1.1% active; further: potency means the concentration at half of the fitted maximal effect; on the % scale 0 is the no-effect control and ±100 the full control effect
Target sequence (P18054 whole entry, looked up): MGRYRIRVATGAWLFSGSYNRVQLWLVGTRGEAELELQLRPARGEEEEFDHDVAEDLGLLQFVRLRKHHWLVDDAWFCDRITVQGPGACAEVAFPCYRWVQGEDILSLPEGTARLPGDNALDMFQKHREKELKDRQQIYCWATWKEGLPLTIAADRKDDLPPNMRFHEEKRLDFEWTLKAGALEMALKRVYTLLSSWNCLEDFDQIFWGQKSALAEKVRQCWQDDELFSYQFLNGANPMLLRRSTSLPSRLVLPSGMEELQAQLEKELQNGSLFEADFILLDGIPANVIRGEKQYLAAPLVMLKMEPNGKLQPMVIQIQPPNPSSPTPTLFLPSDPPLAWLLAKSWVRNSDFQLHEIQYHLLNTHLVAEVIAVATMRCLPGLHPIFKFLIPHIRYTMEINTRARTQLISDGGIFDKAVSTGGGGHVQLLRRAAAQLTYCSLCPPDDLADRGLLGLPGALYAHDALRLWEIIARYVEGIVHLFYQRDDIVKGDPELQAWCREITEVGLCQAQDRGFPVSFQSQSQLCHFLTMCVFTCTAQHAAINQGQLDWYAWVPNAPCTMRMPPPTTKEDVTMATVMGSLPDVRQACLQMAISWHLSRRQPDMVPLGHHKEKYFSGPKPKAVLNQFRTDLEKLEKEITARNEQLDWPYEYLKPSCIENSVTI
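Hydroperoxide product was detected by ferrous iron/xylenol orange as the 573 to 405 nm absorbance ratio. Arachidonic acid at 40 uM (final) was turned over for 30 min at room temperature by 150 nM human 12hLO, pH 7.0 Hepes buffer, after 15 min compound preincubation.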
TRHR ag: TRH receptor (human) agonism. TRHR cells, calcium flux fluo-8, FDSS agonist mode. activation, % at 2 µM. 360,000 tested, 0.18% active; in the data active means activation above about 30%; further: 0% is about no effect
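Agonist-mode FDSS calcium read (Ex 480/Em 530, 1 s cycles) in 1536-well TRHR cells with fluo-8 dye, after 10-cycle baseline and 23 nL compound addition; TRH at EC20 (10 nM final) added afterwards for the enhancer phase.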
Pol kappa inh: DNA polymerase kappa (human) inhibition | 400,000 tested, 0.53% active | Potency, µM (doses to about 107 µM), inactives show at the top dose activity, negative = inhibition, actives largely listed as inhibitors | purified Pol kappa, fluorescent DNA synthesis assay, 10 min; further: potency means the concentration at half of the fitted maximal effect; on the % scale 0 is the no-effect control and ±100 the full control effect
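Enzyme at 10 nM met test compounds for 15 min at room temperature. Substrate addition (50 nM final) began the reaction, which was monitored by fluorescence at 0 and 10 min.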
ERG-DNA inh: inhibitors of human ERG Ets domain-DNA interaction | P11308 | fluorescence polarization, His-ERG Ets domain / labelled DNA | AID 624246 | 370,000 tested, 0.028% active | Potency, µM (titrated, usually from 76.9 µM), inactives show top-dose FP activity, negative = inhibition, usual class: inhibitors; active means well fitted inhibition curve with a large enough effect in the polarisation, with a control signal flat; inconclusive means small, poorly fitted or top-dose-only effect, or effect the other way, or a change in a side signal; inactive means no such curve, though single readings can be large or run the other way; the % refers to the polarisation;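 further: polarization taken with two DNA probes labelled with fluorescein and Texas red; potency means the concentration at half of the fitted maximal effect; % of control where 0% means no effect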
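His-tagged ERG Ets domain (1 uM in the protein solution; 300mM KCl, 50mM Tris-HCl, 1mM EDTA, 1mM DTT, pH 7.5) received compound, then a probe mix of 5 nM fluorescein-DNA and 100nM Texas-615-DNA. Fluorescence polarization was read for both dyes.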
BLM inh: inhibitors of human Bloom syndrome helicase BLM; 350,000 tested, 0.2% active; Potency, µM (highest dose often 56.1 µM), for the others: top-dose activity change, negative = inhibition, most hits filed as inhibitors; P54132; recombinant BLM DNA unwinding, fluorescence dequenching;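 further: potency means the concentration at half of the fitted maximal effect; plate controls were vehicle for no effect and no enzyme for full effect; nearly all actives have a fitted effect of over 35% in size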
POLI inh: inhibitors of human DNA polymerase iota; Q9UNA4; Pol iota fluorescent replication assay, 10 min; Potency, µM (titrated, usually from 115 µM), for inactives: at the top dose activity, negative = inhibition, usual class: inhibitors; 390,000 tested, 1% active; AID 588590; further: potency means the concentration at half of the fitted maximal effect
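Fluorescent replication assay read twice, at 0 min and 10 min after adding 50 nM (final) substrate. Enzyme (10 nM) and compounds were first incubated 15 min at room temperature; enzyme-free buffer wells were negative controls.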
POLB inh: inhibitors of human DNA polymerase beta | P06746 | Pol beta primer extension/strand displacement, fluorescence kinetic | Potency, µM (highest dose often 114 µM), for the others: at the highest dose activity change, negative = inhibition, actives largely listed as inhibitors | 340,000 tested, 1.3% active; further: potency means the concentration at half of the fitted maximal effect; on the % scale 0 is the no-effect control and ±100 the full control effect
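Kinetic readout of DNA synthesis with strand displacement by Pol beta. Compound and 10 nM enzyme sit 15 min at room temperature; 50 nM substrate starts the reaction, read immediately and at 10 min.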
APEX1 inh: inhibitors of human APE1 endonuclease; P27695; recombinant APE1, TAMRA/BHQ-2 abasic DNA cleavage fluorescence; Potency, µM (top dose mostly 65.8 µM), for the others: at the highest dose activity change, negative = inhibition, hits mostly inhibitors; 350,000 tested, 0.35% active; AID 2517;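 further: potency means the concentration at half of the fitted maximal effect; plate controls were vehicle for no effect and reference inhibitor for full effect; nearly all actives have a fitted effect of over 55% in size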
Target sequence (P27695 whole entry, looked up): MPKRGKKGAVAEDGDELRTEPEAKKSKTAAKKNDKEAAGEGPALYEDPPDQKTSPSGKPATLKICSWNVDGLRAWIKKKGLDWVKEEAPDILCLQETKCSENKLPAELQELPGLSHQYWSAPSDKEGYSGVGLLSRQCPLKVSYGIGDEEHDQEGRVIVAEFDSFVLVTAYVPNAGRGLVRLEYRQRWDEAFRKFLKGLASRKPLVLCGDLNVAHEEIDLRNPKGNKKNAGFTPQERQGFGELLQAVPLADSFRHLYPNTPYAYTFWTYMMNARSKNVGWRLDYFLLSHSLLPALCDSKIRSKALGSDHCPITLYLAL
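Measures dequenching upon AP-site incision of a 5'-TAMRA/3'-BHQ-2 THF-containing duplex, 50 nM; human APE1 0.75 nM after 15 min room-temperature exposure to compound; kinetic three-point read at one-minute spacing.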
The depositor's hits bear a star; ? = inconclusive; / = not tested or not shown; [ ] = remark or other dose. Unless noted, the call rests on the fitted dose curve; in most records, active means well fitted curve in the direction sought with a large enough effect; inconclusive means small, poorly fitted or top-dose-only effect, or another doubt; inactive means no such curve, though single readings can be large; an effect the other way counts as inactive or inconclusive.

Sample of the layout, 2 compounds:
mol	Apoferritin bind	ALOX12 inh	TRHR ag	Pol kappa inh	ERG-DNA inh	BLM inh	POLI inh	POLB inh	APEX1 inh
C=CCn1c(SCc2c(F)cccc2Cl)nnc1-c1ccco1	?	-9%	-1.8	-13%	-6%	-4%	-2%	2%	0%
COc1ccc(NC(=S)NC(=O)C2CCCCC2)cc1	-11%	0%	1.3	1%	5%	-9%	11%	3%	10%

Main list, repeating the preview:
mol	Apoferritin bind	ALOX12 inh	TRHR ag	Pol kappa inh	ERG-DNA inh	BLM inh	POLI inh	POLB inh	APEX1 inh
C=CCn1c(SCc2c(F)cccc2Cl)nnc1-c1ccco1	?	-9%	-1.8	-13%	-6%	-4%	-2%	2%	0%
COc1ccc(NC(=S)NC(=O)C2CCCCC2)cc1	-11%	0%	1.3	1%	5%	-9%	11%	3%	10%
CCCCOC(=O)C1CN(c2ccccc2)N=C1C(C)=O (centres undefined)	103%[activator]	?	-0.7	5%	12%	0%	30%	2%	1%
Cc1noc(C)c1COc1ccc(C(=O)OCC(=O)NC2CCCCC2C)cc1 (centres undefined)	?	221%[activator]	0.2	3%	-3%	-2%	-8%	-8%	-6%
CC(C)N(C)CCOC(=O)/C=C/c1ccccc1	2%	1%	0.0	-13%	0%	3%	-4%	2%	1%
CCOC(=O)c1ccccc1NC(=O)COC(=O)CCCOc1ccccc1	/	0%	0.6	-7%	9%	/	22%	/	-5%
Cc1cccc(NC(=O)CSc2nc(=O)n(CCN3CCOCC3)c3c2CCC3)c1	-1%	-21%	-0.2	-2%[60.1 µM]	-2%	1%	15%	-15%	/
CCN1C(=O)c2ccccc2Sc2ccc(NC(=O)c3ccc(C#N)cc3)cc21	-4%	-13%	1.9	-4%[60.1 µM]	-2%	-6%	25%	-10%	/
COc1ccc(/C=C(/NC(=O)c2ccc(OC)c(OC)c2)C(=O)NCCc2c[nH]c3ccccc23)cc1	-11%	11%	-0.5	5%	-2%	1%	10%	50%	?
Cc1occc1-c1nnc(SCC(=O)Nc2nccs2)n1Cc1ccco1	-12%	-7%	0.2	-17%	-2%	-3%	0%	9%	19%
NC(=O)c1cc2ccccc2o/c1=N\NC(=O)c1ccncc1	-2%	-3%	0.5	2%	-7%	-3%	31%[activator]	-8%	-1%
COC(=O)CSc1cc(SCC(=O)OC)c(C#N)c(SCC(=O)OC)c1	-18%	7%	-1.0	-7%	-8%	-5%	-2%	21%	-8%
COc1cccc(C(=O)N2CCC(CCC(=O)Nc3cccc(C)c3)CC2)c1	-19%	457%[activator]	-1.3	-4%	4%	0%	16%	0%	61%[activator]
COc1cc2c(cc1NC(=O)c1ccc(C)c([N+](=O)[O-])c1)oc1ccccc12	-11%	-21%	-0.9	-11%	-6%	0%	-6%	-1%	4%
CC1=C(/C=N/Nc2ccc([N+](=O)[O-])cc2[N+](=O)[O-])C(C)(C)CCC1	0%	12%	-1.3	-20%	-3%	-4%	10%	-8%	2%
COc1ccc(CCNC(=O)Cn2nnc(-c3ccc(OC)c(OC)c3)n2)cc1OC	-6%	10%	-0.3	-5%	16%	-3%	167%[activator]	-8%	17%

Pulled one by one from above:
mol	Apoferritin bind	ALOX12 inh	TRHR ag	Pol kappa inh	ERG-DNA inh	BLM inh	POLI inh	POLB inh	APEX1 inh
COc1cc2c(cc1NC(=O)c1ccc(C)c([N+](=O)[O-])c1)oc1ccccc12	-11%	-21%	-0.9	-11%	-6%	0%	-6%	-1%	4%
NC(=O)c1cc2ccccc2o/c1=N\NC(=O)c1ccncc1	-2%	-3%	0.5	2%	-7%	-3%	31%[activator]	-8%	-1%
COc1cccc(C(=O)N2CCC(CCC(=O)Nc3cccc(C)c3)CC2)c1	-19%	457%[activator]	-1.3	-4%	4%	0%	16%	0%	61%[activator]
COc1ccc(/C=C(/NC(=O)c2ccc(OC)c(OC)c2)C(=O)NCCc2c[nH]c3ccccc23)cc1	-11%	11%	-0.5	5%	-2%	1%	10%	50%	?
COc1ccc(CCNC(=O)Cn2nnc(-c3ccc(OC)c(OC)c3)n2)cc1OC	-6%	10%	-0.3	-5%	16%	-3%	167%[activator]	-8%	17%
CC1=C(/C=N/Nc2ccc([N+](=O)[O-])cc2[N+](=O)[O-])C(C)(C)CCC1	0%	12%	-1.3	-20%	-3%	-4%	10%	-8%	2%

New compounds follow.
Results follow in this order: Apoferritin bind | ALOX12 inh | TRHR ag | Pol kappa inh | ERG-DNA inh | BLM inh | POLI inh | POLB inh | APEX1 inh
CC(C)[C@H](NC(=O)c1ccc(Cl)cc1Cl)C(=O)OCc1nc2ccsc2c(=O)[nH]1
    / | -15% | / | -5% | 12% | / | 39% | / | /
COc1ccc(N(Cc2cccs2)C(=O)COc2cc(C)c(Cl)c(C)c2)cc1
    101%[activator] | -19% | 2.7 | -3% | -2% | -9% | 8% | 13% | /
COc1cc(C(=O)OCC(=O)NCc2ccco2)cc(OC)c1OC
    -6% | -29% | 0.2 | -15% | 9% | -11% | ? | ? | -10%
Oc1ccc(Nc2nc(-c3ccc(O)cc3)cs2)cc1
    -11% | ? | -4.7 | -14% | -5% | 1% | 11% | -28% | 2%
CCOc1ncccc1C(=O)OCC(=O)Nc1ccc(C(N)=O)cc1
    5% | 11% | 0.4 | -5% | 4% | 1% | 15% | 10% | -1%
N#C/C(=C/c1cn(Cc2ccc(F)cc2)c2ccccc12)C(=O)Nc1cccc(Cl)c1
    69%[activator] | -25% | 1.3 | ? | -5% | -8% | 56µM* | 1% | /
COc1ccc(C(=O)Nc2cc(Cl)cc(Cl)c2)c(OC)n1
    -7% | -10% | 0.9 | -12% | 1% | -1% | 1% | 27% | 10%
CC(=O)c1cc(C#N)c(N2CCN(c3ccccc3)CC2)nc1C
    -2% | ? | 0.5 | -7% | 14% | -9% | -19% | 1% | -7%
O=c1[nH]c(C2CCCN(S(=O)(=O)c3cccc(Cl)c3)C2)nc2c1nnn2Cc1ccc2c(c1)OCCO2 (centres undefined)
    -8% | 54%[activator] | 0.4 | -7% | 1% | -9% | -7% | 1% | 31%
COc1ccccc1C(=O)Nc1ccc(S(=O)(=O)N2CCCC2)cc1
    -7% | 5% | 0.9 | 3% | 12% | -3% | -9% | ? | 6%
C=CCn1c(SC(C)C(=O)NCc2ccc3c(c2)OCO3)nc2scc(-c3ccccc3)c2c1=O (centres undefined)
    4% | -25% | -0.3 | -3% | 1% | 4% | 15% | 30% | -50%
COc1ccc(C(CNC(=O)COc2cc(C)cc(C)c2)N2CCCCC2)cc1 (centres undefined)
    1% | 5% | -1.9 | -8% | 0% | 3% | 3% | 3% | /
CC1Cc2ccccc2N1S(=O)(=O)c1ccc2c(c1)n(C)c(=O)c(=O)n2C (centres undefined)
    -1% | -2% | 0.0 | 5% | -11% | -3% | 3% | 4% | -1%
CN(C)S(=O)(=O)Nc1ccc(Oc2ccccc2)cc1
    -5% | -16% | 0.0 | -5% | / | -4% | 22% | -1% | -5%
O=C(Cc1ccc(Cl)cc1)N1CCOCC1
    -4% | 5% | 0.2 | -1% | 4% | -2% | 92%[activator] | 11% | 0%
Cc1cc(NC(=O)CCNS(=O)(=O)c2cccc3nsnc23)ccc1Br
    -20% | -18% | -0.6 | -16% | -3% | 1% | -6% | 16% | /
Cc1cc(C)n(/N=C/c2ccc(C(C)C)cc2)c(=O)c1C#N
    -14% | -10% | 0.0 | -3% | 1% | -2% | 9% | 16% | 2%
Cc1ccc(NC(=O)CNCC2CCCCC2)cc1S(=O)(=O)N(C)C
    -7% | -11% | 0.0 | 4% | 7% | -5% | 59%[activator] | -21% | -20%
COc1ccccc1NC(=O)C(=O)NCC(c1cccnc1)N1CCc2ccccc2C1 (centres undefined)
    -6% | 0% | 0.0 | -20% | 24% | -4% | 13% | 1% | /
CCOc1ccc(N2CC(C(=O)Nc3c(C)n(C)n(-c4ccccc4)c3=O)CC2=O)cc1 (centres undefined)
    -7% | -3% | 0.0 | -8% | 7% | 4% | 98%[activator] | 1% | -4%
COCCCn1c(=O)cc(C)[nH]c1=S
    -2% | 0% | -0.2 | 9% | -1% | 0% | 6% | -17% | -1%
COc1ccc(Cl)cc1NC(=O)CN(C)CC(=O)NC(C)c1ccccc1 (centres undefined)
    -9% | 25% | -0.6 | -13% | -2% | 2% | 10% | 7% | 0%
CCOC(=O)C1CC(=O)c2cc(OC)c(OC)cc2C1 (centres undefined)
    5% | 0% | 1.1 | -7% | 1% | -5% | -25% | 28% | -1%
N#CCc1c(C#N)c(N)nc(N2CCCC(O)C2)c1C#N (centres undefined)
    9% | 2% | 0.1 | -5% | 22% | -10% | 87% | 17% | -4%
CSc1nsc(SCC(=O)Nc2cc(C(=O)O)ccc2C)n1
    -4% | -28% | 0.2 | 2% | 9% | -3% | -5% | 14% | -11%
O=C(NCc1ccncc1)c1ccc(Br)o1
    -9% | -7% | 0.6 | -12% | -2% | -1% | 31%[activator] | 0% | 3%
CCC1(C)SC(NC(C)=O)=NN1C(C)=O (centres undefined)
    -1% | -1% | -1.2 | -7% | -1% | -3% | 86%[activator] | 40% | -2%
CCc1ccc(N2CC(C(=O)NNC(=O)c3ccc(F)cc3)CC2=O)cc1 (centres undefined)
    / | 1% | 0.1 | 1% | -7% | / | -9% | / | -6%

This is a subset; count on the stated rates, not on these rows.
